# Compound activity as filed in PubChem BioAssay.
# EphA4 KYL inhibition = EphA4 ligand-binding antagonists – biochemical, colorimetric, mouse EphA4, primary screen (AID 689) | one-dose inhibition, % at 10 µM; IC50 in µM for titrated hits | EphA4-AP binding to KYL peptide, pNPP A405; higher % means a stronger effect | 62,000 tested, 0.1% active; in the data active means a potency from the dose series; inactive means the rest, 99 in 100 with inhibition below about 22%
# * hit, by the source's call.
Compound | EphA4 KYL inhibition
CCOC(=O)C1CCN(CC(=O)Nc2c(C(=O)OC)[nH]c3cccc(C)c23)CC1 | 17%
Cc1c(C)[n+](=O)c(-c2ccco2)c(C)n1[O-] | 3%
COc1ccccc1NC(=O)Cn1c(=O)n2nc(C)nc2c2ccccc21 | -12%
COc1ccc(/C=C2\SC(=O)N(CCNC(=O)C3CC(=O)N(c4ccccc4)C3)C2=O)cc1 (stereo not given) | -2%
O=C(N/N=C/c1cccc(Oc2ccccc2)c1)c1ccccc1Br | 3%
CCc1ccc(-c2nn(-c3cc(Cl)ccc3[N+](=O)[O-])c(=O)c3ccccc23)cc1 | 1%
Cc1ccc(C(=O)N/N=C\c2cccn2C)cn1 | 8%
O=C(O)C1CCCCC1C(=O)Nc1nccs1 (stereo not given) | -4%
O=c1ccc(=O)n2n1CC(O)C2 | -17%
O=C1NN(c2ccc(Cl)cc2)C(=O)/C1=C\c1ccc(-c2ccc(Cl)c(C(=O)O)c2)o1 | -6%
O=C(NCCN1CCCC1=O)c1ccccc1 | -6%
O=C(O)CC(Cn1[nH]nnc1=S)c1ccccc1 (stereo not given) | -17%
Cn1cc(SCC(=O)O)c2ccccc21 | -3%
C=C(C)Cn1c(-c2ccc(OC)cc2)nc2ccccc21 | 16%
CCOC(=O)N1CCN(S(=O)(=O)c2ccc3c(c2)SCC(=O)N3)CC1 | -8%
O=C(COc1ncnc2ccccc12)N1CCN(C(=O)c2ccco2)CC1 | -8%
COC(=O)C1(CCSC)NC(c2ccc(O)cc2)C2C(=O)N(c3ccc4c(c3)OCCO4)C(=O)C21 (stereo not given) | -15%
S=P(c1ccc(N2CCOCC2)cc1N1CCOCC1)(N1CCOCC1)N1CCOCC1 | -7%
Cc1n[nH]c(C)c1S(=O)(=O)N1CCOCC1 | -11%
CCCCC(NC(=O)c1ccccc1)C(=O)OCC(=O)N1c2ccccc2Sc2ccccc21 (stereo not given) | -2%
COc1ccccc1C(c1nnnn1C(C)(C)C)N1CCCc2ccccc21 (stereo not given) | 5%
CCCCNC(=O)c1onc(CSc2cccc(OC)c2)c1C(=O)O | -8%
CC(C)CC(=O)Nc1ccc2c(c1)oc1ccccc12 | -6%
O=C(Nc1ccc2c(c1)OCO2)C1CCN(c2ccc(S(=O)(=O)N3CCOCC3)cc2)CC1 | 3%
Cc1ccc(CCNC(=O)C2CCN(C(=O)c3sccc3-n3cccc3)CC2)cc1 | -6%
CCCc1nc(SCc2ccccc2Cl)n[nH]1 | -8%
CN1CCN(c2nc(C#N)cc(-c3ccccc3)n2)CC1 | -1%
COc1ccc(C(C)=O)cc1CN1C(=O)NC2(CCCCC2C)C1=O (stereo not given) | -3%
COc1ccc(CNC(=O)CSc2nc3ccccc3s2)cc1 | -4%
CCCc1[nH]nc2c1C(c1ccccc1OCC)C(C#N)=C(N)O2 (stereo not given) | -14%
O=C(N/N=C/c1ccc[nH]1)c1cccnc1 | -5%
O=C(COc1ccccc1-c1ccccc1)N/N=C/c1cccc2ccccc12 | -19%
O=S(=O)(c1ccccc1)c1nc(-c2ccccc2)oc1N1CCCCC1 | 5%
CC1CCN(C(=O)CSc2nc(N)c3c4c(sc3n2)CN(C)CC4)CC1 | 0%
O=C(NC(=S)Nc1cccc(-c2nc3ccccc3s2)c1)c1ccco1 | -2%
O=C(CCc1ccccc1)Nc1cc(C(=O)O)cc(C(=O)O)c1 | -2%
O=C(O)/C(=C\c1ccco1)NC(=O)c1cccc2ccccc12 | -1%
COc1ccc(OC)c(C(=O)CC2OC(=O)c3ccccc32)c1 (stereo not given) | -1%
Cc1ccc(NC(=O)c2c(C)nn(-c3ccccc3)c2Cl)c(C)c1 | -9%
CCSc1nc2ccccc2n1C(=O)/C=C\c1ccc(OC)c(OC)c1 | -10%
Cc1ccc(N2NC(=O)/C(=C/c3ccc(C)c([N+](=O)[O-])c3)C2=O)cc1Cl | -7%
Cc1cc(C)c2nc(N3CCC(C(=O)N4CCCC4)CC3)sc2c1 | -6%
CC12c3ccccc3C(c3ccccc31)C1C(=O)N(Cc3cccnc3)C(=O)C12 (stereo not given) | -5%
CCCCC(=O)Nc1ccc(C(=O)NNC(=O)c2ccccc2Br)cc1 | -5%
Cc1ccsc1/C=C1\SC(=S)N(CC(C)C)C1=O | 26%
COC(=O)C(CC(C)C)NC(=O)c1ccc(F)cc1 (stereo not given) | -12%
COc1ccc(Cl)cc1-c1n[nH]c(=S)n1C | -1%
CCOC(=O)c1cc2c(=O)n3cccc(C)c3nc2n(Cc2ccco2)c1=NC(=O)c1ccccc1 | -2%
COc1ccc(OC)c(C2CC(=O)C3=C(C2)NC(=O)CC3c2ccc(O)c(OC)c2)c1 (stereo not given) | -16%
Cc1cccc(N(Cc2ccccc2F)S(C)(=O)=O)c1 | -5%
CCOC(=O)c1ccc(NC(=O)CSc2nnc(CCc3ccc(C)o3)n2-c2ccccc2)cc1 | 14%
CCOC(=O)C(C)CC(C)C(=O)N1CCOCCN(C(=O)C(C)CC(C)C(=O)OCC)CCOCC1 (stereo not given) | -3%
COc1cc(Cl)c(C)cc1NC(=O)COc1cc(C)nc(C(C)C)n1 | -9%
CCC(C)(C(=O)NC1CCCCC1)N(C(=O)C1CCC(=O)N1)c1ccccc1 (stereo not given) | -13%
COc1ccc2[nH]c(=O)c(C(c3nnnn3C3CCCC3)N(C)C3CCCCC3)cc2c1 (stereo not given) | -4%
CC(=NCCN1CCNCC1)C1=C(O)CC(C)(C)CC1=O | -6%

# (next part)
Compound | EphA4 KYL inhibition
CC(c1cccnc1)N(C(=O)Nc1ccccc1)C1CCCCC1 (stereo not given) | -1%
COc1cccc(NC(=O)c2sc(-c3ccccc3)nc2C)c1 | 2%
COc1ccc(CNC(=O)C2CCN(c3nc(OC)nc(OC)n3)CC2)cc1 | -5%
Cc1ccc(Nc2nc(Cl)nc(N(C)C#N)n2)cc1 | 20%
Cc1ccc(Nc2nc(N)nc(CN3CCN(Cc4ccc5c(c4)OCO5)CC3)n2)c(C)c1 | 16%
C=CCNC(=S)Nc1sc(C)c(C)c1C(=O)OCC | 2%
COc1ccc2c(c1)C(c1ccccc1)=NNC(c1ccco1)=N2 | 5%
O=C(Cc1c(C(=O)O)[nH]c2ccccc12)NCCN1CCN(c2ccccc2F)CC1 | -9%
COc1cc(OC)c2c(N)c(C#N)c(C(F)(F)C(F)(F)F)nc2c1 | -16%
c1ccc(CCNc2nc3ccccc3s2)cc1 | -7%
Cc1ccc(OCC(=O)NNC(=O)Cc2ccc(Cl)cc2)c(C)c1 | 2%
CCc1ccc(N2CC(C(=O)Nc3ccc(Cl)c(Cl)c3)CC2=O)cc1 (stereo not given) | -5%
CCc1ccc(OCCCOc2ccc(C=O)cc2)cc1 | 1%
CCOCCCNC(=O)c1[nH]c(C)c(C(C)=O)c1C | -1%
COc1ccc2c(c1)C(=NN)c1cc(OC)ccc1-2 | -22%
O=C(Nc1ccc(F)cc1F)N1CCCCC1c1cccnc1 (stereo not given) | -7%
COc1ccc(Oc2c(C)oc3c(CN4CCOCC4)c(O)ccc3c2=O)cc1 | -13%
COc1ccc2c(=O)cc(C(F)(F)C(F)F)oc2c1 | -10%
Cc1ccc(S(=O)(=O)NC(=O)NCCc2ccccc2)cc1 | -5%
COc1ccc(-c2nc(C#N)c(NCC3CCCO3)o2)cc1OC (stereo not given) | -10%
CCOC(=O)N1CCN(C(=O)c2sc3nc(-c4ccc(F)cc4)cn3c2C)CC1 | 3%
O=c1cc(C(F)(F)F)nc(-n2[nH]c3c(c2=O)CCCC3)[nH]1 | 0%
COc1ccccc1CNC(=O)CCn1c(=O)oc2ccccc21 | 2%
CCCN(CCC)C(=O)c1c(NC(=O)c2cccs2)sc2c1CCCCC2 | -10%
CNc1nc(-c2ccc([N+](=O)[O-])cc2)cs1 | 0%
Cc1ccc(NC(=O)Cn2cccc2)c(Br)c1 | -7%
COc1ccnc(Oc2ccc(F)cc2)c1C(=O)N/C=N/OCc1ccc(F)cc1 | -2%
Cc1oc2ccc(OCc3ccc(Br)cc3)cc2c1C(=O)O | -11%
CSc1ccccc1NC(=O)c1ccc([N+](=O)[O-])cc1 | -1%
CN1CCN(c2oc(-c3cccs3)nc2S(=O)(=O)c2ccccc2)CC1 | -7%
CCCSc1nnc(CSc2nc3ccccc3s2)n1-c1ccccc1 | 4%
CC1=N/C(=C\c2ccc([N+](=O)[O-])cc2)C(=O)N1c1cc(Cl)ccc1C | 3.5µM*

# Part of the list above, with each value named:
smiles: Cc1ccc(NC(=O)Cn2cccc2)c(Br)c1
  EphA4 KYL inhibition: -7%
smiles: COc1ccnc(Oc2ccc(F)cc2)c1C(=O)N/C=N/OCc1ccc(F)cc1
  EphA4 KYL inhibition: -2%
smiles: Cc1oc2ccc(OCc3ccc(Br)cc3)cc2c1C(=O)O
  EphA4 KYL inhibition: -11%
smiles: CSc1ccccc1NC(=O)c1ccc([N+](=O)[O-])cc1
  EphA4 KYL inhibition: -1%

# The main list resumes, repeating the 2 entries before the break.
Compound | EphA4 KYL inhibition
CCCSc1nnc(CSc2nc3ccccc3s2)n1-c1ccccc1 | 4%
CC1=N/C(=C\c2ccc([N+](=O)[O-])cc2)C(=O)N1c1cc(Cl)ccc1C | 3.5µM*
O=C(c1cc(S(=O)(=O)N2CCCCC2)c(Cl)cc1N1CCOCC1)N1CCOCC1 | -6%
CCCCNC(=O)COC(=O)c1cc(F)c(F)cc1Cl | -10%
O=C(CCC(=O)N1CCN(C2CCCCC2)CC1)Nc1nnc(C(F)(F)F)s1 | -18%
Cc1cc(/C=C2/NC(=O)NC2=O)c(C)n1-c1ccc(Cl)cc1 | -16%
CN(C1=NC(=O)/C(=C\C(Cl)=C\c2ccc([N+](=O)[O-])cc2)S1)c1ccc(O)cc1 | 3%
CCOC(=O)c1c(C)[nH]c(C(=O)COC(=O)C(C)N2C(=O)C3CCCCC3C2=O)c1C (stereo not given) | -14%
Cc1nc(N)nc(Nc2ccc(Cl)cc2)c1Br | -9%
O=C(NCC12CC3CC(CC(C3)C1)C2)c1cc2n(n1)C(C(F)(F)F)CC(c1ccco1)N2 (stereo not given) | -2%
O=C(Nc1ccc(Cl)c(-c2nc3ccccc3s2)c1)c1cccs1 | 8%
O=c1c(-c2nnc(SCc3ccc(Cl)cc3Cl)o2)cccn1Cc1ccccc1 | -2%
O=C(Cn1nnc(-c2ccc(S(=O)(=O)N3CCCC3)cc2)n1)NCC1CCCO1 (stereo not given) | -5%
CC1CCCN(C(=O)N2c3ccccc3Sc3ccccc32)C1 (stereo not given) | -5%
COc1ccccc1S(=O)Cc1ccc(C(=O)NC2CCCC2)o1 (stereo not given) | -6%
Cc1cc(Cl)cc(C)c1OCCCCn1ccnc1 | -8%
CCCCn1c(SCN2C(=O)c3ccccc3C2=O)nc2cc(S(N)(=O)=O)ccc21 | -8%
COc1cc(/C=C2\C(=O)N(c3nc(-c4ccc(Cl)cc4)cs3)N=C2C)cc(OC)c1OC | -7%
CC1=CC(C)=Nc2ccc(C)cc2N1 | -4%
Cc1cc(/C=C2\SC(=O)NC2=O)c(C)n1-c1cccc([N+](=O)[O-])c1 | -7%
c1ccc(-n2nnc3c(N4CCOCC4)ncnc32)cc1 | -9%
CCc1ccc(OCC(=O)NC(=S)Nc2ccc(F)cc2)c(Br)c1 | -11%
O=C(COC(=O)c1ccc[nH]c1=O)NC1CCCC1 | -17%
Cn1c(=O)c2c(nc(CN3CCN(C(=O)c4ccco4)CC3)n2Cc2ccc(Cl)cc2)n(C)c1=O | -12%
COc1ccccc1CCNC(=O)CSc1nc(-c2ccco2)cc(C(F)(F)F)n1 | -10%
O=C(CCN1CCN(c2ccccc2F)CC1)c1ccc(Br)cc1 | 12%
COn1c(SCc2ccc(C)cc2C)nc2ccccc2c1=O | -9%
CCCOc1ccc(C(=O)CCNc2ccc(C)c(Cl)c2)cc1 | -16%
O=C(NCC1COc2ccccc2O1)C1CCCN(S(=O)(=O)c2cccc3cccnc23)C1 (stereo not given) | 5%
CCOc1ccc(NC(=O)c2nccnc2CO)cc1 | 12%
CCC(C)(C)n1nnnc1C(c1ccc(C)cc1)N1CCN(Cc2cccnc2)CC1 (stereo not given) | -6%
O=C1c2ccccc2C(Nc2ccc(Cl)cn2)N1c1cccnc1 (stereo not given) | -5%
O=C(CCSc1ccc(Cl)cc1)NC1CCCCC1 | 13%
O=C(O)c1ccccc1C(=O)N1CC=C(c2ccccc2)CC1 | 7%
O=c1/c(=C/c2ccc(-c3ccc(Cl)cc3)o2)sc2nc3ccccc3n12 | 4%
CCc1nnc(SCc2ccc(C(=O)OC)o2)n1N | -2%
O=C(Nc1ccc(NC(=O)C2CCCCC2)cn1)c1ccco1 | 8%
Cc1ccc(C)c(N2CCN(C(=O)CCNC(=O)Cn3ccc4ccccc4c3=O)CC2)c1 | 16%
CN(C)c1ccc(/C=N/N2C(=O)C3C(C2=O)C2C=CC3C23CC3)cc1Br (stereo not given) | 3%
O=C(COc1ccc2c3c(c(=O)oc2c1)CCC3)c1ccc(-c2ccccc2)cc1 | -2%
Cc1cc2ccccc2c(=O)n1CC(=O)NCc1ccco1 | 1%
Cc1ccc(S(=O)(=O)NC2(C(F)(F)F)C(=O)Nc3c2c(=O)n(C)c(=O)n3C)cc1 (stereo not given) | -2%
CCOC(=O)N1CCC(NC(=O)c2cc(-c3ccc(F)cc3)[nH]c2C)CC1 | -13%
CCCCN(CCCNC(=O)c1ccc2nc(N3CCOCC3)sc2c1)Cc1ccccc1 | -7%
Cc1cccc(-n2cccc2)c1C#N | -6%
COc1cccc(C2C(C#N)=C(N)Oc3cc(C)[nH]c(=O)c32)c1OC (stereo not given) | 7%

# These rows are one share of the data (hit frequency here may not be typical).
